High-throughput results deposited in PubChem BioAssay by several laboratories.
H69AR growth 86K = proliferation blockers of H69AR lung cancer cells, primary screen, cell-based, human, 86K library | 85,000 compounds, 6% hits | H69AR lung tumor viability, ATP luminescence, 72 h; active compounds read low | AID 598, 2007 | viability, % at 10 µM;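 active = viability at or below 40%; inactive = viability above 40%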;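 note: multidrug resistant small cell line overexpressing MRP-1 efflux transporter; 100% = mean luminescence of untreated control wells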
Fibroblast inh = antiproliferative effect on LL 47 fibroblasts – human, LL 47 cells, CellTiter-Glo luminescence, primary screen | viability, % at 10 µM | 85,000 compounds, 1.1% hits | LL 47 human lung fibroblast viability, ATP luminescence; active compounds read low;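 active = viability at or below 50% in the single dose screen; inactive = viability above 50%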;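 note: compound exposure lasted 72 h before the ATP readout; 100% = median luminescence of untreated cell-only wells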
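Test system: LL 47 human lung fibroblasts / Incubation: 72 h compound exposure at 37 °C after overnight plating / Technique: luminescent ATP detection, CellTiter-Glo / Compound dosing: 0.1% DMSO in all compound wells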
HUVEC prolif 384 = inhibitors of HUVEC proliferation, primary screen, cell-based, 384-well. 86,000 compounds, 1.1% hits. CellTiter-Glo luminescence, 72 h; active compounds read low. viability, % at 10 µM (by protocol). AID 648, 2007;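 active = viability at or below 30%; inactive = viability above 30%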;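 note: 100% = median luminescence of DMSO-only cell control wells on each plate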
DAT uptake mod = changed hDAT dopamine uptake under cocaine IC80, either direction, primary screen, cocaine antagonist project, cell-based, LLC-PK1 hDAT, [14C]-dopamine uptake, MLSMR | B-score at 10 µM | LLC-PK1 hDAT cells, [14C]-dopamine uptake with cocaine IC80; actives deviate in either direction | 110,000 compounds, 1.3% hits;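 active = Z score or B-score, a plate-position-corrected score, falls beyond the plate's 99.7% confidence bounds, in either direction; inactive = both scores lie inside the 99.7% bounds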;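 note: scored against the spread of the other compound wells on the same plate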
Target sequence (Q01959 whole entry, looked up): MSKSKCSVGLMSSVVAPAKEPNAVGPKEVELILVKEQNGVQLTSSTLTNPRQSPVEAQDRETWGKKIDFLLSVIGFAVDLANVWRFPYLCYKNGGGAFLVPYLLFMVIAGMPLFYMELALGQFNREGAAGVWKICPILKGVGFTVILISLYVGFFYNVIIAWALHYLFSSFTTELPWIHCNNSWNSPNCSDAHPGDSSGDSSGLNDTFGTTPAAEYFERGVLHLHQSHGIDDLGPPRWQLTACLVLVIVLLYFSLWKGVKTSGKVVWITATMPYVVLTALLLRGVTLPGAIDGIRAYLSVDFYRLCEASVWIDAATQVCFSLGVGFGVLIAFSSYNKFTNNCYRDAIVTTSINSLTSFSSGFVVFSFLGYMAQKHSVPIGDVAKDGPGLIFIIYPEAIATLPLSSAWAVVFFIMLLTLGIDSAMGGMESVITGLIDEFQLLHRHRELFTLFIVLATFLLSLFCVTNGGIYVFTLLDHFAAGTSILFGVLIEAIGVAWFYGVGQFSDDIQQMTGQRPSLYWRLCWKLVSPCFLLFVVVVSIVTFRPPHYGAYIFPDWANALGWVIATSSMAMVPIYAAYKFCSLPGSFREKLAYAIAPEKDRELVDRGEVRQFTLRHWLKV
S1P2 antag = human S1P2 receptor antagonists, primary screen, cell-based; Sphingosine 1-phosphate receptor 2 (Homo sapiens), O95136; cell-based S1P2 antagonist assay, inhibition at 5 uM; inhibition, % at 5 µM; 97,000 compounds, 0.21% hits; AID 736, 2007; in the data active = inhibition above about 45%;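 note: CRE beta-lactamase reporter cells expressing human S1P2 stimulated with S1P; 0% = agonist at EC80 alone and 100% = agonist plus reference antagonist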
Target sequence (O95136 whole entry, looked up): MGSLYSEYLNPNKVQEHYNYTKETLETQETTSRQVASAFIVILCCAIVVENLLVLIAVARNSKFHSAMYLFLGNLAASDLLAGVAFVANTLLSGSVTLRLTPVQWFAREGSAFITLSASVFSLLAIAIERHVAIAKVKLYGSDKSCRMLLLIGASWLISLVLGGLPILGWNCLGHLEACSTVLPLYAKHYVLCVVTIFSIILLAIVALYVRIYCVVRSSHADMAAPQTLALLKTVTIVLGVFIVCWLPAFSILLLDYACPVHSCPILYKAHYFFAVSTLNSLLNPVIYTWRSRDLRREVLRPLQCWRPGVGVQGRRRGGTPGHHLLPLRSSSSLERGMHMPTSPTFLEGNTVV
E coli WT exp = growth inhibitors of wild-type E. coli, primary screen, strain BW25113, expanded library, OD600 | OD600 absorbance | growth inhibition, % at 100 µM | 98,000 compounds, 0.15% hits;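 active = growth inhibition above about 50% at one test dose, limit read from the data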;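 note: growth measured after 20 h incubation at 37 °C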
PostGolgi yeast = phenotypic screen on post-Golgi transport, primary screen; post-Golgi transport phenotypic cell assay; inhibition, % at 10 µM; 98,000 compounds, 0.9% hits;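 note: yeast cells grown in 1536-well plates; yeast grown about 18 h at 30C before absorbance read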
PostGolgi ctrl = growth inhibition of yeast control strain, primary screen, counter-screen for post-Golgi transport modulator project; efflux-deficient yeast background strain, growth absorbance A615, 16 h; inhibition, % at 10 µM; 98,000 compounds, 5% hits
S1P2 ag = S1P2 receptor agonists, primary screen, cell-based; Sphingosine 1-phosphate receptor 2 (Homo sapiens), O95136; S1P2-expressing cell line, agonist reporter read-out; activation, % at 4.5 µM; 97,000 compounds, 0.46% hits; in the data active = activation above about 16%;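 note: 0% = vehicle low control and 100% = maximal reference agonist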
An asterisk follows results filed as active; . = not tested or not shown. Cut-off read from the data, not from the text of the source, unless noted: active = inhibition above about 30%; inactive = the rest.

The opening 3 entries, to show the layout:
Assay codes: A = H69AR growth 86K; B = Fibroblast inh; C = HUVEC prolif 384; D = DAT uptake mod; E = S1P2 antag; F = E coli WT exp; G = PostGolgi yeast; H = PostGolgi ctrl; I = S1P2 ag
1. C=CCn1c(SCC(=O)Nc2cc(C)ccc2C)nnc1-c1cnccn1
  A: 102 | B: 97 | C: 100 | D: 0.014 | E: 10 | F: 8 | G: 5 | H: 18 | I: -10
2. CCCC1Cc2c(sc3ncnc(N)c23)CO1 (configuration not stated)
  A: 83 | B: 97 | C: 86 | D: 0.98 | E: -8 | F: 2 | G: 8 | H: 8 | I: 2
3. COc1ccc(C(=O)NCCn2ccc3ccccc32)c(OC)c1
  A: 95 | B: 99 | C: 97 | D: 1.5 | E: 6 | F: . | G: . | H: . | I: -4

The whole of this part, repeating the preview:
Assay codes: A = H69AR growth 86K; B = Fibroblast inh; C = HUVEC prolif 384; D = DAT uptake mod; E = S1P2 antag; F = E coli WT exp; G = PostGolgi yeast; H = PostGolgi ctrl; I = S1P2 ag
1. C=CCn1c(SCC(=O)Nc2cc(C)ccc2C)nnc1-c1cnccn1
  A: 102 | B: 97 | C: 100 | D: 0.014 | E: 10 | F: 8 | G: 5 | H: 18 | I: -10
2. CCCC1Cc2c(sc3ncnc(N)c23)CO1 (configuration not stated)
  A: 83 | B: 97 | C: 86 | D: 0.98 | E: -8 | F: 2 | G: 8 | H: 8 | I: 2
3. COc1ccc(C(=O)NCCn2ccc3ccccc32)c(OC)c1
  A: 95 | B: 99 | C: 97 | D: 1.5 | E: 6 | F: . | G: . | H: . | I: -4
4. CCOC(=O)c1ccc(NS(=O)(=O)c2cc(-c3nnnn3CC)ccc2OC)cc1
  A: 63 | B: 101 | C: 91 | D: -1.2 | E: 12 | F: . | G: . | H: . | I: 1
5. COc1ccc(O)c(C=Nc2cc(C)on2)c1
  A: 49 | B: 103 | C: 100 | D: -0.035 | E: 11 | F: 10 | G: 15 | H: 7 | I: -3
6. COc1ccc(C2C(C(=O)NCc3ccco3)CCC(=O)N2c2ccc(OC)cc2)cc1 (configuration not stated)
  A: 78 | B: 99 | C: 93 | D: -1.1 | E: 19 | F: 3 | G: -2 | H: 6 | I: -2
7. Cc1ccc(NC(=O)N/C=C/c2ccccc2)cc1
  A: . | B: . | C: . | D: -0.074 | E: 11 | F: -8 | G: -7 | H: 3 | I: -3
8. CC(C)c1ccc(NC(=O)C(c2ccccc2)N2CCC3(CC2)OCCO3)cc1 (configuration not stated)
  A: 107 | B: 97 | C: 103 | D: 0.66 | E: -4 | F: 1 | G: -1 | H: 11 | I: -10
9. Cc1ccc(C(=O)Oc2csc(=S)n2C(=O)c2ccc(C)cc2)cc1
  A: 100 | B: 104 | C: 93 | D: -0.11 | E: -10 | F: -10 | G: -12 | H: -8 | I: -5
10. Cc1c(NC(=O)CSc2nc3ccc(Cl)cc3[nH]2)c(=O)n(-c2ccccc2)n1C
  A: 105 | B: 100 | C: 91 | D: 0.55 | E: -2 | F: 1 | G: -3 | H: 5 | I: -9
11. Oc1ccc(/C=C/c2nc(-c3ccccc3O)n(-c3ccccc3)n2)cc1
  A: . | B: . | C: . | D: 0.58 | E: 4 | F: -3 | G: 7 | H: 38* | I: 0
12. CC(C)(C)C(=O)/C(=C\c1ccc([N+](=O)[O-])cc1)n1cncn1
  A: 107 | B: 2.1* | C: 2.1* | D: -0.75 | E: 66* | F: . | G: . | H: . | I: -9
13. CCC1CCCCN1Cc1ccc(OC)c(C)c1C (configuration not stated)
  A: 77 | B: 104 | C: 96 | D: -0.015 | E: -10 | F: -3 | G: -2 | H: -1 | I: -6
14. COC(=O)c1ccccc1NC(=O)NC1CCN(Cc2ccccc2)CC1
  A: 59 | B: 101 | C: 95 | D: -0.71 | E: 7 | F: 2 | G: 1 | H: 9 | I: -5
15. COc1ccc(N(CC(O)CN2C(=O)NC(C)(C)C2=O)S(=O)(=O)c2ccccc2)cc1 (configuration not stated)
  A: 93 | B: 95 | C: 87 | D: 0.61 | E: -31 | F: -4 | G: -7 | H: -2 | I: 0
16. C=CCN(c1ccccc1)S(=O)(=O)c1cccc(C(=O)O)c1
  A: 100 | B: 105 | C: 99 | D: 0.1 | E: -40 | F: -6 | G: 2 | H: 12 | I: -4
17. O=C(Cn1nnc2ccccc2c1=O)NC1CCCc2ccccc21 (configuration not stated)
  A: 96 | B: 103 | C: 93 | D: 0.35 | E: -1 | F: 1 | G: 8 | H: -3 | I: 1
18. O=C(COC(=O)C1CC1)Nc1ccc(OC(F)F)cc1
  A: . | B: . | C: . | D: 0.88 | E: -3 | F: 12 | G: 13 | H: 0 | I: -6
19. COCC(C)n1c(C)cc(C(=O)CSc2nnc(Nc3ccccc3F)s2)c1C (configuration not stated)
  A: 77 | B: 99 | C: 113 | D: -0.69 | E: 14 | F: -14 | G: -6 | H: 11 | I: -5
20. Cn1cccc1C(=O)NS(=O)(=O)c1ccccc1Cl
  A: 98 | B: 101 | C: 103 | D: -0.35 | E: 20 | F: . | G: . | H: . | I: 1
21. Oc1ccc(-c2nc3ncccn3c2Nc2ccc3c(c2)OCCO3)cc1
  A: 77 | B: 88 | C: 99 | D: -0.79 | E: -27 | F: -3 | G: -1 | H: 6 | I: -2
22. CN(c1ccc(C(=O)NCc2ccncc2)cc1)S(C)(=O)=O
  A: 94 | B: 100 | C: 111 | D: -0.0028 | E: -17 | F: -5 | G: -3 | H: 17 | I: -4
23. COc1ccc(NC(=O)c2ccccc2NC(=O)COc2ccccc2)cc1
  A: 85 | B: 90 | C: 30 | D: -0.015 | E: 3 | F: -1 | G: -4 | H: 4 | I: -5
24. COc1ccc(NC(=O)c2ccccc2NC(=O)CSc2ccc(Cl)cc2)cc1
  A: . | B: . | C: . | D: -0.17 | E: 11 | F: -8 | G: 15 | H: -11 | I: -3
25. O=C(NCC(c1cccs1)N1CCOCC1)c1ccco1 (configuration not stated)
  A: 64 | B: 69 | C: 97 | D: -0.23 | E: -5 | F: 2 | G: -8 | H: 2 | I: -3
26. Cc1cccc(N(Cc2nnc3n2CCCCC3)C(=O)Nc2ccccc2)c1
  A: 96 | B: 107 | C: 100 | D: -0.17 | E: 10 | F: -3 | G: -3 | H: 1 | I: -3
27. COc1ccc(C(=O)COC(=O)CNC(=O)C2CCCCC2)c(OC)c1
  A: 97 | B: 104 | C: 97 | D: -0.37 | E: 2 | F: 9 | G: 1 | H: 1 | I: -4
28. COc1ccc(S(=O)(=O)N(CC(C)C)CC(C)C)c2cccnc12
  A: 79 | B: 93 | C: 100 | D: -0.85 | E: -31 | F: 11 | G: 0 | H: 29 | I: 1
29. O=C(OCC(=O)N1CCCC1)c1ccccc1OCc1ccccc1
  A: 81 | B: 92 | C: 87 | D: 0.4 | E: 15 | F: 4 | G: 1 | H: 4 | I: -9
30. CC1(C)CC(=O)C2=C(C1)NC(SCC(=O)Nc1ccccc1)=C(C#N)C2c1ccco1 (configuration not stated)
  A: 70 | B: 89 | C: 104 | D: -0.47 | E: -9 | F: -1 | G: -2 | H: -2 | I: -4
31. N#C/C(=C\C1CC=CCC1)c1nc2ccccc2[nH]1 (configuration not stated)
  A: . | B: . | C: . | D: -1 | E: 2 | F: -7 | G: -6 | H: 9 | I: -5
32. Cc1cccc(N2C(=O)C(Cl)=C(Nc3c(C)n(C)n(-c4ccccc4)c3=O)C2=O)c1C
  A: 51 | B: 95 | C: 88 | D: -0.23 | E: -4 | F: 8 | G: -10 | H: 0 | I: -2
33. CCOc1ccc(C2=CS/C(=C(\C#N)c3nnc4n3CCCCC4)N2CC)cc1
  A: 86 | B: 104 | C: 88 | D: 2.3 | E: -11 | F: -7 | G: 2 | H: 25 | I: 1
34. Cc1ccc(CN(C(=O)c2sc3ccccc3c2Cl)C2CCS(=O)(=O)C2)cc1 (configuration not stated)
  A: 18* | B: 89 | C: 80 | D: 1.2 | E: 16 | F: . | G: . | H: . | I: 0
35. CCOC(=O)c1cc(C)n(-c2c(C)n(C)n(-c3ccccc3)c2=O)c1C
  A: 104 | B: 97 | C: 95 | D: 0.14 | E: . | F: -1 | G: -13 | H: 8 | I: .
36. Brc1ccc(-c2nnc(-c3ccccc3Br)o2)cc1
  A: 93 | B: 88 | C: 82 | D: 0.1 | E: . | F: 20 | G: -1 | H: 15 | I: .
37. Cc1ccc(C(=O)Nc2cccc(C(=O)O)c2)cc1S(=O)(=O)N1CCOCC1
  A: 104 | B: 103 | C: 105 | D: -0.59 | E: -8 | F: 7 | G: -2 | H: 12 | I: -4
38. Cc1ccc(NC(=O)c2ccc(CSc3ccccn3)cc2)cc1
  A: . | B: . | C: . | D: 2.1 | E: 14 | F: -14 | G: -4 | H: 4 | I: -5
39. Cc1oc(CC(C)C)cc1C(=O)Nc1cccc2ccccc12
  A: 100 | B: 101 | C: 83 | D: -6.9* | E: -11 | F: -17 | G: -3 | H: 15 | I: -4
40. Cc1cccc(NC(=O)CSc2nnc(-c3ccco3)o2)c1
  A: 96 | B: 98 | C: 88 | D: -0.082 | E: 17 | F: 7 | G: -1 | H: 3 | I: -6
41. CCC(=O)N1CCN(CCN=CC2=C(O)CC(C)(C)CC2=O)CC1
  A: 106 | B: 103 | C: 95 | D: 0.17 | E: 4 | F: 1 | G: 0 | H: -9 | I: 2
42. COc1ccc2[nH]c(C)c(CCN(Cc3cccs3)C(=S)Nc3ccccc3)c2c1
  A: 69 | B: 93 | C: 76 | D: -0.44 | E: -9 | F: -21 | G: 10 | H: 29 | I: -1
43. O=C(N/C(=C\c1ccc2c(c1)OCO2)C(=O)N1CCOCC1)c1cccs1
  A: . | B: . | C: . | D: -0.29 | E: -1 | F: 7 | G: -23 | H: 6 | I: -9
44. CC(C)CNC(=O)COc1ncnc2ccccc12
  A: 106 | B: 96 | C: 89 | D: -0.076 | E: -12 | F: 1 | G: 15 | H: -2 | I: -2
45. CC(OC(=O)c1cc(=O)[nH]c2ccccc12)c1ccccc1 (configuration not stated)
  A: 105 | B: 105 | C: 98 | D: -0.5 | E: -2 | F: -5 | G: 1 | H: 21 | I: 0
46. Cc1ccc(C2CC(c3ccccc3)n3ncnc3N2)cc1 (configuration not stated)
  A: 99 | B: 97 | C: 86 | D: 1.2 | E: . | F: 2 | G: 2 | H: 1 | I: .
47. CC1CC(C)CN(C(=O)c2ccccc2Nc2ccc(SC(F)F)cc2)C1 (configuration not stated)
  A: 95 | B: 96 | C: 76 | D: 0.051 | E: -16 | F: 1 | G: -6 | H: 9 | I: 2
48. CCOC(=O)CCNC(=O)Nc1ccc2nc(C)n(Cc3cccc(Cl)c3)c(=O)c2c1
  A: 97 | B: 99 | C: 99 | D: 0.36 | E: -10 | F: 2 | G: -15 | H: 11 | I: -2
49. CC(C)CN1C(=O)C(=O)N(CC(=O)NCc2ccc3c(c2)OCO3)C1=O
  A: 90 | B: 94 | C: 94 | D: . | E: -9 | F: 4 | G: -3 | H: 13 | I: -6
50. Cc1cccc(-n2cnc3cc(C(=O)N4CCCCC4)ccc32)c1
  A: . | B: . | C: . | D: 0.64 | E: 21 | F: 11 | G: 6 | H: 7 | I: -6
51. CC1CCc2c(nc3ncnn3c2N2CCN(c3ccccc3)CC2)C1 (configuration not stated)
  A: 69 | B: 100 | C: 107 | D: -0.28 | E: 6 | F: -2 | G: 4 | H: 13 | I: -2
52. COc1ccccc1C(=O)Nc1cc2ccccc2oc1=O
  A: 32* | B: 100 | C: 80 | D: -0.18 | E: 4 | F: -3 | G: 4 | H: 1 | I: -8
53. CCOC(=O)CN(C(=O)CSc1nnc(CNc2ccc(F)cc2)n1CC)c1ccc(F)cc1
  A: 95 | B: 112 | C: 114 | D: 0.26 | E: -7 | F: 12 | G: -5 | H: 14 | I: -1

This is a random part of the collection; any-hit rate near 11%.
